Screening results: PubChem, National Center for Advancing Translational Sciences (NCATS)
LDHA inh – LDHA (human) enzyme inhibition; AID 1347041; P00338; 0.15% of 480,000 active; activity change, % (values are at about 110 or 230 µM); purified LDHA, NADH/diaphorase-resazurin fluorescence; hits give low values; in the data active = activity change below about -30%; inconclusive = mostly about -25% to -30%;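 also: plate controls were DMSO wells for no effect and wells without enzyme for full effect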
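Enzyme activity of human lactate dehydrogenase 5 (2 nM; 0.06 mM NADH, 0.2 mM pyruvate, 5 min, RT) is measured via a resazurin/diaphorase fluorescence readout of residual NADH.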
ALOX12 inh – inhibitors of human 12S-lipoxygenase ALOX12 | AID 1671190 | purified 12hLO, xylenol orange hydroperoxide absorbance | P18054 | Potency, µM (series often up to 108 µM), inactives show at the top dose activity change, negative = inhibition, most hits filed as inhibitors | 1.1% of 580,000 active; active = well fitted inhibition curve with a large enough effect; inconclusive = small, poorly fitted or top-dose-only effect, or another doubt; inactive = no such curve, though single readings can be large or run the other way; also: potency is read from the fitted curve at half-maximal effect
Target sequence (P18054 whole entry, looked up): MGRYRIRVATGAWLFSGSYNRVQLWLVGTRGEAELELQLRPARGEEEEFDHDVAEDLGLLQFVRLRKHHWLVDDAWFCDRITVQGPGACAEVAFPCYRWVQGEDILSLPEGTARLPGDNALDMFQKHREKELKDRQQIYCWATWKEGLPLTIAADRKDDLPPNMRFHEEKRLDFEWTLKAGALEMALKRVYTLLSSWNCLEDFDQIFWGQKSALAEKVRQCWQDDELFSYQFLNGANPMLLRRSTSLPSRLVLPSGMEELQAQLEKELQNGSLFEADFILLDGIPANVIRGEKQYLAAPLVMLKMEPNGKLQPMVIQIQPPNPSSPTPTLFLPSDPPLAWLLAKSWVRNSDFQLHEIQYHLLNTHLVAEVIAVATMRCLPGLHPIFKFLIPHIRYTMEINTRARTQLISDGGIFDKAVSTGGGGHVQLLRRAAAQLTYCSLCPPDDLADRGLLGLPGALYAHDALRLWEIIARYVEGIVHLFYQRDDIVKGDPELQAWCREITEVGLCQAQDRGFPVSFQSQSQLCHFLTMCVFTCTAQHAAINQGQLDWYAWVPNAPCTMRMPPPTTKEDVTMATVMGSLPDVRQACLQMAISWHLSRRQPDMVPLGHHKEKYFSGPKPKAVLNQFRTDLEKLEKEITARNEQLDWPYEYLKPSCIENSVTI
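Purified human 12hLO (150 nM final) in 25 mM Hepes, 0.01% Triton X-100, pH 7.0 was preincubated 15 min at room temperature with compound. Then 40 uM arachidonic acid was added, 30 min. Hydroperoxide was read by Fe-XO absorbance ratio 573/405 nm.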
The depositor's hits bear a star; ? = inconclusive; [ ] = another dose, or the depositor's remark. Unless noted, % is scaled to controls: 0 for no effect and ±100 for the full control effect.

Structure	LDHA inh	ALOX12 inh
COC(=O)[C@@]1(Sc2ccc(C)cc2)CC(=O)N(c2ccc(Cl)cc2)[C@@H]1c1ccccc1	-1	?
Cc1ccc2c(c1)C1(CC(=O)Nc3c1cnn3-c1cccc(Cl)c1)C(=O)N2 (stereo unspecified)	-2	-10%
N#CC(C(=O)c1cccs1)C(=O)C1CCCCC1 (stereo unspecified)	5	?
O=C(Nc1ccccc1)c1cc(C2CC2)nc2ccccc12	-7	?
O=C(Oc1ccc2ccccc2c1)C1C2CCCC1C2c1ccccc1 (stereo unspecified)	0	3%
CC(C)c1ccc(S(=O)(=O)NCCc2cccc3cccnc23)cc1	-1	6%
CCCc1ccc(C(NC(=O)Cn2c(=O)c3c(ncn3C)n(C)c2=O)C(C)C)cc1 (stereo unspecified)	-1	?
COc1ccc(CNC(=O)c2scnc2C)cc1OC	-2	-32%
CC(C)(C)NC(=O)COC(=O)c1cc(-c2ccccc2)nc2c1cnn2Cc1cccc(F)c1	-6	-17%
CC(C)(C)CC(C)(C)NCc1ccc(C(=O)O)cc1	0	?
N#CCCN(C(=O)Cn1nc(C(=O)O)c2ccccc2c1=O)c1ccc(F)cc1	1	-3%
O=Cc1ccc(-c2cc(C(F)(F)F)ccc2Cl)o1	0	?
COC(=O)[C@]12CCCCC=C1N(CCC1=CCCCC1)C(=O)[C@H](CC(=O)N1CCOCC1)C2	1	53%[activator]
COC(=O)c1c(C)[nH]c(C(=O)N2CCCC2c2ccc(OC)c(OC)c2)c1C (stereo unspecified)	-17	-23%
NCc1cccc(NC(=O)C2CC2)c1	10	?
CCN(CC)C(=O)CN1C(=O)N(c2ccc(C)c(F)c2)S(=O)(=O)c2ccccc21	7	0%
Cc1cc(C)c2oc(C(=O)Nc3ccc(C)c(C)c3)cc(=O)c2c1	-5	9%
COc1ccc(-c2c(C(F)(F)F)oc3cc(OC(=O)C(C)C)ccc3c2=O)cc1OC	0	-61%
CC(C)NC(=O)c1ccccc1-c1ncc(-c2ccccc2)o1	-2	-36%
Cc1[nH]c2ccccc2c1C(=O)C(=O)NCCCC(N)=O	-1	59%[activator]

The list goes on, overlapping the part above by 3 compounds.
Structure	LDHA inh	ALOX12 inh
COc1ccc(-c2c(C(F)(F)F)oc3cc(OC(=O)C(C)C)ccc3c2=O)cc1OC	0	-61%
CC(C)NC(=O)c1ccccc1-c1ncc(-c2ccccc2)o1	-2	-36%
Cc1[nH]c2ccccc2c1C(=O)C(=O)NCCCC(N)=O	-1	59%[activator]
N#Cc1ccc(NCCNc2cnccn2)nc1	5	-2%
CC(Sc1ccc(Br)cc1)C(=O)O (stereo unspecified)	-1	-5%
COc1ccc(C(=O)N2CCC(C(=O)N(C)Cc3ccccc3C)CC2)c2ccccc12	13	1%
Cc1ccccc1Cn1c(=O)n(CCCC(=O)NCc2ccc3c(c2)OCO3)c(=O)c2ccccc21	-3	1%
Cc1cccc(C2CCCCC2)c1O	-4	-6%
C/C=C/C(=O)OCc1nc2c(c(=O)[nH]c(=O)n2CCCC)n1C	-6	15%
C=C(C)COc1cc(Cl)ccc1C(N)=O	14	-31%
CCCCN1CCn2c(nc3cc(NC(=O)Cn4nc(C)c5ccccc5c4=O)ccc32)C1	?	4%
Cc1cc(C(=O)OC(C)C(=O)Nc2ccccc2F)c(C)o1 (stereo unspecified)	-1	?
Fc1c(F)c(C(F)(F)F)c(F)c(F)c1N/N=C/c1ccc(Cl)cc1Cl	8	4%
Cn1cc([C@]2(O)C(=O)Nc3ccc(OC(F)(F)F)cc32)c2ccccc21	-3	-20%
O=C1CCCC2=C1C(c1cccc(Oc3ccccc3)c1)c1c([nH]n(-c3ccccc3)c1=O)N2 (stereo unspecified)	-4	?
O=C(NC(Nc1ccc(Br)cc1)C(=O)c1ccccc1)c1ccccc1 (stereo unspecified)	1	3%
Cc1cccc(C(=O)NCCc2csc(C)n2)n1	-1	-34%
O=C(Nc1cccc2[nH]ccc12)C(=O)NC1CCCCCC1	-9	5%
COc1ccc(CNC(=O)COC(=O)CCSC)cc1	3	-22%
CN1CCOC(CNCc2ccc3ccccc3c2)C1 (stereo unspecified)	2	18%
CCOc1ccc(C(=O)Nc2cnc3ccccc3c2)cc1OC	8	?
Cc1cc(NC(=O)CN2CCN(C(=O)c3cc(Cl)ccc3F)CC2)no1	-14	?
CCOC(=O)[C@]12CCCC=C1N(Cc1ccc(Cl)cc1Cl)C(=O)[C@H](CC(=O)N1CCCC1)C2	4	-16%
CC(=O)NC(NC(=S)Nc1cccc(C)c1)C(Cl)(Cl)Cl (stereo unspecified)	-2	?
N#CC1=C(N)N(c2c(F)cccc2F)C2=C(C(=O)CCC2)C1c1ccc(F)cc1 (stereo unspecified)	9	-12%
CC(NC(=O)CNC(=O)OCc1ccccc1)C(N)=O (stereo unspecified)	-3	-20%
CC(C)C[C@H]1CN(CCCC[C@H]2CNC(=O)C(=O)N2CC2CCCCC2)C(=O)C(=O)N1CCc1ccccc1	2	-2%
COc1ccc(C(c2ccc(C)o2)c2ccc(C)o2)c(OC)c1	7	?
O=C(CCN(Cc1cccs1)C1CC1)NC1CC1	4	1%
O=C(O)CCC(=O)NCCN1CCCC1	6	-41%
Cc1cc(C)c2c(=O)cc(C(F)(F)C(F)(F)C(F)(F)C(F)F)oc2c1	0	13%
Cc1cc(C)n2nc(CC(=O)Nc3nc(-c4cccc(Cl)c4)cs3)nc2n1	0	6%
Cc1c(F)cccc1NC(=O)c1nn(C)c(=O)c2ccccc12	2	11%
CCN(CC)C(=O)C(Sc1nnc(-c2ccc(Cl)cc2Cl)n1N)c1ccccc1 (stereo unspecified)	-1	?
NC(=O)c1ccc(NC(=O)c2ccc(Cl)c(S(=O)(=O)N3CCc4ccccc4C3)c2)cc1	10	-13%
Cc1ccc2c(CN3CCN(CCc4ccncc4)CC3)cc(=O)oc2c1C	-1	-47%
CCC(C)c1ccc(NC(=O)CSc2nnc(-c3cc(-c4ccc(F)cc4)n[nH]3)n2N)cc1 (stereo unspecified)	11	?
CC(=O)NCCNC(=O)c1cc2ccc(F)cc2nc1C	-2	0%
COc1ccc(C)cc1S(=O)(=O)N1CCN(c2cc(N3CCCCC3)nc(C)n2)CC1	6	3%
CCOc1ccc(NC(=O)CSc2ncc(-c3ccc(F)cc3)o2)cc1	-5	-12%
Cc1ccc(NC(=O)C2C3CC/C=C\CC/C=C/CCC32)cc1C (stereo unspecified)	5	-31%
CCOc1ccc(OCC)c(S(=O)(=O)n2nnc3ccccc32)c1	-3	?
Oc1ccc2c(c1)Oc1ncn3nc(COc4ccccc4)nc3c1C2c1cccnc1 (stereo unspecified)	6	1%
CCOc1ccc(S(=O)(=O)/C=C2\NCCc3cc(OC)c(OC)cc32)cc1	12	?
COc1ccc(Cl)cc1C(=O)Nc1c(NCc2ccccc2)c2ccccc2oc1=O	0	-17%
CCNC(=O)C1CCN(C(=O)Cn2c(=O)c3c(ncn3CCOC)n(Cc3ccccc3)c2=O)CC1	-4	-28%
Cc1ccc(Cn2c(=O)n(Cc3nc(-c4ccccc4)no3)c(=O)c3ccccc32)cc1	-3	-4%
N#Cc1ccc(CSc2ccccc2C(=O)NCCc2ccc3c(c2)OCCO3)cc1	-9	?
CC(C)c1ccc(NC(=O)c2ccccc2Cl)cc1	1	?
C=CCn1c(COc2cc(C)c(Cl)c(C)c2)n[nH]c1=S	-5	?
CN(C)c1cccc(C(=O)NNc2c(Cl)cc(Cl)cc2Cl)c1	2	5µM*
S=c1sc2c(s1)SC1C3CCC(C3)C1S2 (stereo unspecified)	1	?
Cc1cc(C)c(S(=O)(=O)NCC(=O)O)c(C)c1	3	-11%
Cc1ccc(CN2CCC(CN)CC2)cc1	7	?
O=C(CN1CCC(C(=O)c2ccccc2)CC1)NC1CCC(C(F)(F)F)CC1 (stereo unspecified)	10	?
O=C(NCc1ccccc1)C(c1ccc(C(F)(F)F)cc1)n1c(=O)c(-c2cc3ccccc3[nH]2)nc2ccccc21 (stereo unspecified)	-9	?
CCCCSc1nnc(NC(=O)c2cc(=O)c3ccccc3o2)s1	4	0%
CCc1ccc(C(=O)Nc2sc(C)c(C)c2C#N)cc1	3	?
CNS(=O)(=O)c1ccc(Oc2ccc3ccc(=O)oc3c2)c([N+](=O)[O-])c1	-2	?
O=C1COc2ccc(C(=O)CSc3nnc(-c4cccc(Cl)c4)o3)cc2N1	-5	-6%
COC(=O)c1cc(C2CC2)nc2onc(-c3ccc(F)cc3)c12	13	18%
O=C(Nc1c(N2CCCC2)c2ccccc2oc1=O)c1cccc(Cl)c1	-4	-37%
CCCCC[C@H]1CCCCC[C@H](O)C[C@@H](O)[C@H](O)/C=C/C(=O)O1	4	4%

Part of the list above in order of formula weight, rising.
Structure	LDHA inh	ALOX12 inh
Cc1cc(C)c(S(=O)(=O)NCC(=O)O)c(C)c1	3	-11%
S=c1sc2c(s1)SC1C3CCC(C3)C1S2 (stereo unspecified)	1	?
O=C(Nc1c(N2CCCC2)c2ccccc2oc1=O)c1cccc(Cl)c1	-4	-37%
N#Cc1ccc(CSc2ccccc2C(=O)NCCc2ccc3c(c2)OCCO3)cc1	-9	?

Following part:
Value order – LDHA inh | ALOX12 inh
> CC(SC1CCCC1)C(=O)Nc1cccc(Cl)c1 (stereo unspecified)
  9 | ?
> Cc1cccc(C)c1NC(=O)Nc1sc2nc3n(c(=O)c2c1C)CCC(C)CC3 (stereo unspecified)
  -11 | -9%
> N#C/C(=C\c1cn[nH]c1-c1ccccc1)c1nc(-c2ccccc2)cs1
  3 | 8%
> COc1ccc(OCCOC(=O)c2cc(=O)c3cc(Cl)ccc3o2)cc1
  1 | -7%
> CCCCNC(=O)C(=O)NCCc1c[nH]c2ccccc12
  17 | 24%
> CCOC(=O)N1CCN(Cc2nc3c(c(=O)[nH]c(=O)n3C)n2CCC(C)C)CC1
  7 | 24%
> COc1ccc(C(C)=O)cc1CC(=O)Nc1cc(C)ccc1C
  8 | -9%
> COc1ccc(C(=O)Nc2ccnn2Cc2cccs2)cc1S(=O)(=O)N(C)Cc1ccccc1
  3 | ?
> N#CCCN(C(=O)CSc1nc(CN2CCOCC2)nc2ccccc12)c1ccc(F)cc1
  1 | 26%
> CCN1CCN(c2oc(-c3ccccc3OC)nc2C#N)CC1
  -1 | -6%
> C=CCn1c(N)c(C(=O)OC)sc1=S
  -6 | ?
> O=C(C(=O)N1CCC(c2ccccc2)CC1)c1cccc([N+](=O)[O-])c1
  -6 | -5%
> COc1ccc(S(=O)(=O)Nc2nc3ccccc3nc2Nc2ccc(C)c(C)c2)cc1
  -1 | 19%
> COc1ccc(C2=NN(C(=O)c3ccccc3)C(c3ccccc3)C2)cc1 (stereo unspecified)
  -2 | 38%
> N#C/C(=C/c1cc2ccccc2o1)c1nc2ccccc2[nH]1
  9 | ?
> Cc1ccccc1C1C2=C(CC(C)(C)CC2=O)Nc2nc(N)[nH]c(=O)c21 (stereo unspecified)
  -2 | 0%
> CCOC(=O)c1sc(NC(=O)COc2c(C)cc(C)cc2C)nc1C
  6 | -23%
> Cn1c2ccccc2c2nnc(SCc3c(F)cccc3Cl)nc21
  5 | 26%
> CCN(C(=O)c1sc2nc3n(c(=O)c2c1C)CCCC3)c1ccccc1
  -1 | -10%
> Cc1ccc(-c2noc(CN(C(=O)c3cccs3)C3CCCCC3)n2)cc1
  11 | 13%
> Brc1ccc(-c2csc(NC3CCCCC3)n2)cc1
  -5 | ?
> O=C(Nc1ccccc1Sc1ccccc1)C1CCCC1
  4 | -15%
> COc1ccc(S(=O)(=O)c2c(C)c(C)n(C(C)C)c2NC(=O)c2cccs2)cc1
  -6 | ?
> CNS(=O)(=O)c1ccc(-c2nc(-c3ccccc3OC(C)C)no2)o1
  7 | -20%
> CCCn1nc(C(=O)Nc2nc(-c3ccc(OC)cc3)c(C)s2)c2ccccc2c1=O
  9 | 15%
> CCCc1ccc(S(=O)(=O)N2CCN(Cc3nc4ccccc4o3)CC2)cc1
  -1 | -2%
> COc1ccc(-c2cc(C(=O)NCCC(=O)N3CCCC3)c3ccccc3n2)cc1OC
  12 | 2%
> CC(NC(=O)/C=C/c1cccs1)C12CC3CC(CC(C3)C1)C2 (stereo unspecified)
  1 | -3%
> CCOC(=O)C(=O)N1CCN(c2nc(C(C)C)c3c(c2C#N)CCCC3)CC1
  -2 | 10%
> O=C(NC1CCCC1)c1cccc(Br)c1
  2 | 16%
> O=C(O)/C=C/c1ccc(Cl)s1
  -6 | ?
> Cc1ccc(CCC(=O)NCc2cccnc2)cc1
  -2 | -7%
> CCCNc1cc(C)ccc1C
  4 | -22%

The list is partial (hit frequency here may not be typical).
